# PPARg SRC3 recr – agonists of human PPARgamma SRC-3 coactivator recruitment | activation, % at 8 µM | biochemical PPARgamma/SRC-3 coactivator recruitment assay | 200,000 compounds, 0.26% hits | P37231 | AID 731; in the data active means activation above about 23%;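 further: 0% = DMSO and 100% = reference agonist; some compounds past the cut are filed as inactive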
# Target sequence (P37231 whole entry, looked up): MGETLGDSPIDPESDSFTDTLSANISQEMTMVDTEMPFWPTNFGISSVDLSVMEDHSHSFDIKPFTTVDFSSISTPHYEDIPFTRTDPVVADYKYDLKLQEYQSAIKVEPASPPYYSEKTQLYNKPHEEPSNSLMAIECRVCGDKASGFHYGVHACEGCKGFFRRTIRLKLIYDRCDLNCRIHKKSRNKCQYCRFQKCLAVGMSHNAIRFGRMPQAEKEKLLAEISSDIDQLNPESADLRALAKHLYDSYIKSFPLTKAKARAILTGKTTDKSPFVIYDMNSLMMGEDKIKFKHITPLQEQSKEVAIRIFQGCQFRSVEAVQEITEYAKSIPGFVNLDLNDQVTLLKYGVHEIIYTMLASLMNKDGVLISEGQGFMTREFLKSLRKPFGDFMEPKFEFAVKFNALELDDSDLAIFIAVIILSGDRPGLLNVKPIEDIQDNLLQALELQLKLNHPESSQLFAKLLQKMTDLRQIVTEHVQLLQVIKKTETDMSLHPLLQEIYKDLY
# HMGR II inh – blocks class II HMG-CoA reductase of Enterococcus faecalis; purified E. faecalis HMGR, NADPH absorbance 340 nm kinetic; inhibition, % at 10 µM; 190,000 compounds, 0.41% hits; AID 1066;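 active means inhibition above a set limit, the median over all tested compounds plus 3 SD, cut at about 9.5% in these data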;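 further: enzyme runs in reverse so mevalonate oxidation gives rising NADPH absorbance; 0% = complete reaction with DMSO and 100% = background rate lacking mevalonate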
# TR-FRET SRC-2 ct – TR-FRET artefact, counter-screen to PPARgamma/SRC-2 agonist assay | 200,000 compounds, 0.4% hits | AID 1049 | stronger effect = higher value | TR-FRET ratio at 8 µM; in the data active means TR-FRET ratio above about 2000; further: inactives centre near 1500
# bIAP inh – blocks bovine intestinal alkaline phosphatase activity. inhibition, % at 20 µM. 190,000 tested, under 10 active. AID 1019. purified bovine IAP, CDP-star luminescence, 30 min;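 active means over 50% inhibition of intestinal alkaline phosphatase at 20 µM in the single-dose screen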
#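 test system = bovine IAP enzyme | medium = DEA buffer 100 mM, pH 9.8, with MgCl2 1.0 mM, ZnCl2 0.02 mM | detection = luminescence | dosing = single compound dose of 20 µM, 2% DMSO final | incubation = 30 min reaction at room temperature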
# RAM network inh – blocks the yeast RAM network. inhibition, % at 50 µM. S. cerevisiae dse1pr::URA3 reporter, 5-FOA growth OD615, 2 d; analog-sensitive cbk1-as2 kinase mutant strain. 190,000 compounds, 1.8% hits. AID 868;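 active means inhibition above a set limit, 3 SD over mean compound inhibition, cut at about 8.4% in these data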;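 further: 0% = DMSO-only wells with no growth and 100% = 10 µM 1-NA-PP1 full growth; inhibition rescues growth on 5-FOA so higher OD means more RAM inhibition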
# Redox H2O2 prof – compounds producing H2O2 with reducing agent – biochemical, NIH compound library profiling, artefact control for MLSCN library redox annotation, primary screen; DTT-dependent redox cycling H2O2, phenol red/HRP absorbance; 100% = 100 µM peroxide control, 0% = buffer; 200,000 compounds, 0.03% hits; activation, % at 10 µM;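 active means activation of at least 50% relative to the plate's high and low controls in the primary single-dose screen; inactive means activation below 50%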;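 further: compound incubated with DTT at 0.8 mM final as the reducing agent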
# S1P3 antag – S1P3 (human) receptor antagonism | Q99500 | CHO S1P3 NFAT-BLA reporter, FRET fluorescence, antagonist mode | inhibition, % at 4.98 µM | 170,000 compounds, 0.27% hits;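 active means inhibition above the plate cutoff, the mean inhibition of test wells on that plate plus 3 SD, cut at about 28% in these data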;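 further: cells challenged with S1P at its EC80 of 0.8 µM; blue over green emission ratio from cleaved BLA substrate after 4 h stimulation; 0% = S1P-stimulated wells and 100% = unstimulated DMSO-only wells; some compounds past the cut are filed as inactive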
# PPARg SRC-2 ag – agonists of SRC-2 recruitment by human PPARgamma. P37231. PPARgamma LBD-SRC-2 recruitment, biochemical. activation, % at 8 µM. 200,000 compounds, 0.34% hits. AID 1032; in the data active means activation above about 22%;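 further: 0% = vehicle and 100% = reference agonist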
# ROMK primary – modulators of human ROMK potassium channel | P48048 | Tet-inducible ROMK, thallium flux fluorescence; actives lie on both sides | B-score at 10 µM | 130,000 compounds, 2% hits;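 active means signal ratio slope over the read window, or its plate-corrected B-score, at least 3 SD from the plate mean, either direction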;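 further: B-score of the F/F0 ratio slope over 7 to 12 s after thallium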
# Target sequence (P48048 whole entry, looked up): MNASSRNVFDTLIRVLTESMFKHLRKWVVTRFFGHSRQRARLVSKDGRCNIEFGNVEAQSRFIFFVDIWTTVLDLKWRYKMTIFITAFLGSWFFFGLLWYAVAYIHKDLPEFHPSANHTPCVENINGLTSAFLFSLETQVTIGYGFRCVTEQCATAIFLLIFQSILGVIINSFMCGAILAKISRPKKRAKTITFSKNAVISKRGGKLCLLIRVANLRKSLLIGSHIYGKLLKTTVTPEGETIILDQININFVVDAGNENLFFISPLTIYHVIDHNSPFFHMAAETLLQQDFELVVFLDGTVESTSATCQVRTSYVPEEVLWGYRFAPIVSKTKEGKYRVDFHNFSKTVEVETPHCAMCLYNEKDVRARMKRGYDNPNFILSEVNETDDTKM
# L major viab – reduces viability of Leishmania major promastigotes; resazurin fluorescence viability; inhibition, % at 10 µM; 200,000 compounds, 9% hits; AID 1063; in the data active means inhibition above about 50%;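 further: promastigotes grown with compound for 44 hours at 28 °C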
# PPARg SRC1 recr – promotes SRC-1 coactivator recruitment by human PPARgamma; 200,000 compounds, 0.41% hits; AID 631; activation, % at 8 µM; P37231; PPARgamma-SRC-1 coactivator recruitment biochemical assay; in the data active means activation above about 19%;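 further: 0% = DMSO and 100% = reference agonist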
# Active calls of the source: *; nt = no result given. Compounds were not picked by outcome; any-hit rate near 13%.
Structure	PPARg SRC3 recr	HMGR II inh	TR-FRET SRC-2 ct	bIAP inh	RAM network inh	Redox H2O2 prof	S1P3 antag	PPARg SRC-2 ag	ROMK primary	L major viab	PPARg SRC1 recr
CCC(=O)Nc1cccc(C(=O)Nc2nccs2)c1	0	-7	1549	-3	0.3	-0.1	-3	10	-0.21	14	7
CC1(C)CC2(CC(c3ccccc3)Oc3cc(O)ccc32)NC(=O)N1 (centres undefined)	-1	0	1649	-6	3.5	-0.3	-2	-2	nt	-5	-3
O=C(CN1C(=O)C2C3C=CC(C4CC34)C2C1=O)NCc1ccco1 (centres undefined)	5	-8	1391	-15	1.4	0.3	-11	-1	-0.13	-11	2
O=C(CCN1CCOCC1)N/N=C/c1cc([N+](=O)[O-])ccc1OC(F)F	5	-7	1696	-3	0.1	-0.1	3	-1	nt	4	8
COc1ccc([N+](=O)[O-])cc1NC(=O)c1ccc(N(Cc2ccccc2Cl)S(C)(=O)=O)cc1	-3	0	1583	14	3.7	0.8	0	4	0.41	15	-2
COc1cc(-c2nc(N)n[nH]2)cc(OC)c1OC	3	-1	1659	8	-1.5	-0.5	-13	-5	-0.17	0	-2
O=C(Nc1cccc(C(F)(F)F)c1)NC1CCCCC1	-1	4	1479	12	1.7	-7.5	nt	7	nt	4	0
COc1ccc(N2CCN(S(=O)(=O)/C=C/c3ccccc3)CC2)cc1	6	-5	1424	11	3.9	1.6	-14	5	nt	-10	5
Cc1oc(-c2ccccc2)nc1Cn1cccc1C1=NC(c2ccccc2)CO1 (centres undefined)	-5	-3	1606	7	3.5	-0.1	6	0	-0.15	8	-2
COc1ccc2[nH]c3c(NCCN(C(C)C)C(C)C)ncnc3c2c1	7	-5	1431	-38	0.8	-0.5	4	-2	nt	23	2
COc1ccc(/C=N/NS(=O)(=O)c2ccc(C)cc2)cc1OC(=O)c1ccccc1	10	-1	1506	3	2.0	-1.6	nt	6	0.26	0	0
CCC(C)NC(=O)CC(NS(=O)(=O)c1ccc(NC(C)=O)cc1)C(C)C (centres undefined)	-1	2	1501	0	1.9	-0.3	-11	5	0.56	-4	9
CCn1c(SCC(=O)c2cc(OC)ccc2OC)nnc1-c1ccncc1	-7	nt	1652	nt	nt	2.6	-29	10	nt	-2	2
CC(=O)c1cccc(N(CC(=O)NCC2CCCO2)C(=O)CCC(=O)Nc2cc(C)on2)c1 (centres undefined)	1	-1	1570	-2	-0.5	-0.2	-18	5	0.83	-1	2
CC(=O)Nc1ccc2c(c1)ncn2C1CCCCC1	2	2	1426	nt	3.0	0.9	nt	6	nt	-3	5
COc1ccc(Br)cc1C(=O)Nc1cccc(C)c1C	1	-7	1696	-10	2.4	0.2	1	0	-2.3*	19	0
Cc1ccc(CN2CCN(Cc3ccc(-n4cccn4)cc3)CC2CCO)cc1 (centres undefined)	-1	-1	1587	-15	0.7	-0.4	-2	1	0.065	62*	-9
O=C(COc1ccc2ccccc2c1)N/N=C/C1CC=CCC1 (centres undefined)	5	0	1379	9	2.3	-0.1	7	-1	-0.047	-11	7
CC12CC(c3ccccc3O1)C(/C(N)=N/NC(=O)c1ccc(F)cc1)C(=O)N2 (centres undefined)	2	-9	1785	30	0.4	-0.1	0	5	nt	-3	-5
Cc1cc(C)cc(N(CC(=O)NCc2ccco2)S(=O)(=O)c2c(C)noc2C)c1	-3	-2	1677	3	0.1	0.3	-8	8	nt	1	-3
CCN(CC)C(=O)N1CCC(NC(=O)c2ccccc2)CC1	0	0	1508	5	1.3	1.9	-8	5	0.035	-4	13
CCc1ccc(N(CC(=O)O)S(=O)(=O)c2c(C)noc2C)cc1	11	-2	1592	3	-0.3	-0.2	-6	-2	nt	-5	11
CCO[C@@H]1OC(C(=O)NCc2ccccc2)=C[C@H](c2csc3ccccc23)[C@H]1CCCO	4	1	1539	-5	8.2	-1.6	-26	0	nt	34	8
Cc1nc2c(-c3ccc(F)cc3)c(C)nn2c(C)c1CCC(=O)N1CCN(c2ccc(F)cc2)CC1	4	-3	1528	-7	3.5	-1.0	nt	-3	nt	-3	-2
OCc1cc(C(O)CNCCCCCCOCCCCc2ccccc2)ccc1O (centres undefined)	2	3	1345	-8	nt	nt	10	7	nt	nt	-4

# Reformatted: three of the compounds above.
CCC(C)NC(=O)CC(NS(=O)(=O)c1ccc(NC(C)=O)cc1)C(C)C (centres undefined)
  PPARg SRC3 recr: -1 | HMGR II inh: 2 | TR-FRET SRC-2 ct: 1501 | bIAP inh: 0 | RAM network inh: 1.9 | Redox H2O2 prof: -0.3 | S1P3 antag: -11 | PPARg SRC-2 ag: 5 | ROMK primary: 0.56 | L major viab: -4 | PPARg SRC1 recr: 9
COc1ccc(/C=N/NS(=O)(=O)c2ccc(C)cc2)cc1OC(=O)c1ccccc1
  PPARg SRC3 recr: 10 | HMGR II inh: -1 | TR-FRET SRC-2 ct: 1506 | bIAP inh: 3 | RAM network inh: 2.0 | Redox H2O2 prof: -1.6 | S1P3 antag: nt | PPARg SRC-2 ag: 6 | ROMK primary: 0.26 | L major viab: 0 | PPARg SRC1 recr: 0
COc1ccc(N2CCN(S(=O)(=O)/C=C/c3ccccc3)CC2)cc1
  PPARg SRC3 recr: 6 | HMGR II inh: -5 | TR-FRET SRC-2 ct: 1424 | bIAP inh: 11 | RAM network inh: 3.9 | Redox H2O2 prof: 1.6 | S1P3 antag: -14 | PPARg SRC-2 ag: 5 | ROMK primary: nt | L major viab: -10 | PPARg SRC1 recr: 5

# The listing continues.
Structure	PPARg SRC3 recr	HMGR II inh	TR-FRET SRC-2 ct	bIAP inh	RAM network inh	Redox H2O2 prof	S1P3 antag	PPARg SRC-2 ag	ROMK primary	L major viab	PPARg SRC1 recr
Cn1c([N+](=O)[O-])cnc1COC(N)=O	2	-5	1449	-14	-0.7	0.7	0	0	nt	1	10
Cc1nccn1CC(=O)N/N=C/c1ccc(O)c(O)c1	2	2	1735	4	2.5	-0.1	-16	-6	nt	-7	5
CN(C)S(=O)(=O)c1ccc(Cl)c(NC(=O)COC(=O)/C=C/c2ccco2)c1	4	-1	1626	5	5.3	-1.7	-13	7	-0.0066	-11	3
O=C1CCCN1CCCNS(=O)(=O)c1ccc(Cl)c(C(=O)N2CCOCC2)c1	-5	-3	1519	5	-0.1	-0.1	nt	10	0.63	-7	5
NC(=O)Cc1nc(-c2ccc([N+](=O)[O-])cc2)cs1	1	-4	1560	-2	1.2	-1.1	0	-3	nt	-3	6
CCc1nccn1S(=O)(=O)c1ccc(Br)cc1Br	-1	-4	1636	12	0.1	0.1	-26	-3	0.11	89*	-1
Cn1cc(C(=O)NCc2ccccc2F)cn1	-1	-2	1456	9	1.4	-0.6	-10	-3	0.37	6	-8
CCOC(=O)c1cc2c(nc1N)CC(C)(CC)OC2 (centres undefined)	0	3	1474	4	3.3	0.1	nt	4	1.1	-6	0
Cc1ccc2[nH]c(C(=O)O)c(NC(=O)CN3CCN(c4cccc(C)c4C)CC3)c2c1	-1	1	1424	-5	1.9	1.7	17	-1	nt	-1	1
CCOCCCn1c(=S)[nH]c2cc3c(cc2c1=O)OCO3	1	-9	1668	10	3.9	-0.4	nt	0	-0.075	-8	3
CCC(=O)Nc1sc2c(c1C#N)CC(C)(C)NC2(C)C	3	-4	1528	6	-0.3	-0.8	nt	2	0.0094	17	5
COCCn1c(SCCN2CCCCC2)nc2ccccc2c1=O	0	0	1466	-11	-0.9	1.7	-23	-5	nt	100*	11
C=CCn1c(C#N)c(N)sc1=N	-3	-1	1334	9	1.8	-0.1	-19	-14	0.5	-1	-1
Cc1ccc(S(=O)(=O)n2ccc3cccnc32)cc1	2	-6	1787	6	0.8	-1.6	nt	2	nt	-1	3
COc1ccc(CCNC(=O)CN(C)S(=O)(=O)c2cccc3nsnc23)cc1OC	-2	0	1510	2	0.8	-3.9	0	2	0.49	3	1
Cc1ccc(NC(=S)C2=C(O)c3sccc3N(C)S2(=O)=O)cc1	7	-3	1472	-2	1.9	1.0	nt	11	-0.14	-8	5
Cc1ccc(Cn2c(/C=C/c3ccco3)nc3ccccc32)cc1	3	0	1703	31	0.9	2.4	-4	10	nt	38	1
Cc1ccc(-n2[nH]c(C)c(/C=N/N3C(=O)c4cccc5cccc(c45)C3=O)c2=O)cc1	3	7	1510	8	0.1	4.5	-22	6	3.9*	-6	2
C=CCN(CC=C)C(=O)Cn1cnc([N+](=O)[O-])n1	-5	-4	1484	-2	-1.2	-0.4	-5	2	0.072	21	-2
COC(=O)C1=C(C)N=C2SCCC(=O)N2C1/C=C/c1ccccc1 (centres undefined)	2	1	1553	-2	2.5	0.0	28	12	-0.077	-3	8
O=C(OCC(=O)N1CCCC1)c1ccc(S(=O)(=O)N2CCOCC2)cc1	-1	5	1434	9	-1.6	0.5	-3	-5	-0.56	-6	3
O=C(Nc1cccn2ncnc12)c1ccc(Cl)cc1Cl	-1	-4	1479	5	1.1	1.4	nt	-5	nt	-6	1
O=C(CSc1nc2ccccc2s1)Nc1ccc(Cl)c(S(=O)(=O)N2CCOCC2)c1	-10	1	1601	18	9.9*	0.6	-1	1	nt	6	1
COc1ccc(N2CCN(C(=O)CC3NC4CCCCC4NC3=O)CC2)cc1 (centres undefined)	-3	-10	1520	2	0.7	0.0	9	11	nt	-3	7
Cc1ccc2nc(C)cc(Cl)c2c1	6	2	1648	0	1.9	0.0	-15	8	0.71	-6	7

# Continuation.
Structure	PPARg SRC3 recr	HMGR II inh	TR-FRET SRC-2 ct	bIAP inh	RAM network inh	Redox H2O2 prof	S1P3 antag	PPARg SRC-2 ag	ROMK primary	L major viab	PPARg SRC1 recr
CCC(c1nnnn1CCOC)N1CCN(C(=O)c2ccco2)CC1 (centres undefined)	-6	-3	1586	-3	0.1	0.2	11	-5	1.6	-6	-4
COc1ccc(-c2nnc(SCCC(=O)O)n2-c2ccccc2)cc1	-8	-2	1516	-1	0.9	0.5	1	-2	nt	0	-2
COc1ccc(-c2noc(-c3ccccc3-c3ccccc3)n2)cc1OC	4	-2	1613	4	11*	-0.7	-18	13	nt	-1	3
Cc1cc(C(=O)N/N=C/c2cc(Cl)cc([N+](=O)[O-])c2O)c2ccccc2n1	5	3	1688	-6	-1.1	-0.3	-28	2	0.84	-3	7
Cc1ccc(-n2ncc3c(N4CCCC4)ncnc32)c(C)c1	-4	0	1582	11	2.5	-0.8	nt	3	0.02	35	-1
CCSc1nnc(NC(=O)C(CC)Oc2ccccc2)s1 (centres undefined)	1	-3	1589	10	1.4	-0.4	6	-1	0.5	-10	-1

# Structures above shown as hits in RAM network inh.
SMILES	PPARg SRC3 recr	HMGR II inh	bIAP inh	RAM network inh	Redox H2O2 prof	S1P3 antag	PPARg SRC-2 ag	ROMK primary	PPARg SRC1 recr
O=C(CSc1nc2ccccc2s1)Nc1ccc(Cl)c(S(=O)(=O)N2CCOCC2)c1	-10	1	18	9.9*	0.6	-1	1	nt	1
COc1ccc(-c2noc(-c3ccccc3-c3ccccc3)n2)cc1OC	4	-2	4	11*	-0.7	-18	13	nt	3

# Bioassay records deposited in PubChem by several laboratories.
